High-throughput results (PubChem BioAssay)
KCNK3 block = human KCNK3 channel inhibitors, primary screen, CHO cells, FluxOR thallium flux, B-score; Potassium channel subfamily K member 3 (Homo sapiens), O14649; B-score at 10 µM; actives 0.84% (n = 340,000); AID 602410, 2012; FluxOR fluorescence; stronger effect = lower value;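 active = B-score under library mean minus 4 SD, starting fluorescence ratio at most library mean plus 5 SD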;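 also: more negative B-score means stronger inhibition of thallium flux through KCNK3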
TMEM16A inh = TMEM16A chloride channel inhibitors, primary screen, cell-based, HTS. Anoctamin-1 (Mus musculus), Q8BHY3. HEK293 TMEM16A/YFP iodide influx fluorescence, ionomycin. normalized B-score (activity score, 25-100; higher = stronger inhibition) at 10 µM. actives 1.2% (n = 310,000). AID 588511, 2011;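 active = ratio plate-corrected score three or more library SD toward inhibition, starting fluorescence score within five deviations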;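 also: score derived from kinetic fluorescence span divided by baseline fluorescence per well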
Target sequence (Q8BHY3 whole entry, looked up): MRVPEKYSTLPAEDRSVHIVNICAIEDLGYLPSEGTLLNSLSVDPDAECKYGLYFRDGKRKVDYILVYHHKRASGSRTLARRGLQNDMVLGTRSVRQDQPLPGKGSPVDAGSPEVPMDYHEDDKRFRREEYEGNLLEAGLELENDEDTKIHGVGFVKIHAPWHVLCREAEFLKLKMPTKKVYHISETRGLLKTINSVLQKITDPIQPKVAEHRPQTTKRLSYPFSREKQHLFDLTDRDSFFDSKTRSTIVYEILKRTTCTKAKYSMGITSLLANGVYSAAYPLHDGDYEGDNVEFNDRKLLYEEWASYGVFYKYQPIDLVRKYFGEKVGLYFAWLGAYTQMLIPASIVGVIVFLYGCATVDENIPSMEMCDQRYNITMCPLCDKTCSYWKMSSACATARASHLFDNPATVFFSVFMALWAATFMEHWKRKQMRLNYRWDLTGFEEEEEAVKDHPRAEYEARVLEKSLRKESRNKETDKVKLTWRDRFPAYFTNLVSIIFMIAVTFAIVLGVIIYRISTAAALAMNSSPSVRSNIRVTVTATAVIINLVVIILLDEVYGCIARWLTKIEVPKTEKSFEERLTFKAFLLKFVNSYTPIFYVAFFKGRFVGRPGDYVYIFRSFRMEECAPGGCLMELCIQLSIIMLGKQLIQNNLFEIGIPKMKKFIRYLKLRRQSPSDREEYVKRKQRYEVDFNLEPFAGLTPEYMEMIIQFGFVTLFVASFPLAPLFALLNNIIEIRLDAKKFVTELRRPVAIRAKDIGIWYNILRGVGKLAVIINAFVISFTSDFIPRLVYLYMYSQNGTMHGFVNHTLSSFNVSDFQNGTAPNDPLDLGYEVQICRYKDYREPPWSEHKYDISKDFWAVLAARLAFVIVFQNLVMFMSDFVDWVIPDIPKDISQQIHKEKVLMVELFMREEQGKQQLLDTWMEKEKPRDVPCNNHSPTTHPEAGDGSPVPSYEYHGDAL
SKKanGAS inh = S. pyogenes SKKanGAS growth inhibitors in kanamycin, primary screen, streptokinase expression inhibitor project, SKKanGAS strain, BacTiter-Glo luminescence | actives 1.3% (n = 300,000) | AID 1662, 2009 | 6 h | inhibition, % at 7.5 µM;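 active = mean replicate score, as percent of positive control median, at least 50; inconclusive = mean below 50 but one replicate at or above 50; inactive = mean and every replicate below 50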;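 also: strain carries kanamycin resistance gene driven by streptokinase promoter and grows in 40 µg/ml kanamycin; loss of luminescence reflects streptokinase promoter inhibition or plain growth inhibition; 0% = median of DMSO wells and 100% = positive control at its reference dose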
KCNQ1 inh = inhibitors of human KCNQ1 channel, primary screen, cell-based, thallium flux, high-throughput; Potassium voltage-gated channel subfamily KQT member 1 (Homo sapiens), P51787; CHO-K1 KCNQ1, FluxOR thallium flux fluorescence; stronger effect = higher value; B-score at 10 µM; actives 1.3% (n = 310,000); AID 2642, 2010;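 active = compounds whose thallium flux B-score, printed positive for inhibition, exceeds three library SD while starting fluorescence stays within three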;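 also: channel opened by potassium depolarization with thallium stimulus after 20 min compound exposure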
hERG rescue = hERG rescue from dofetilide block, primary screen, cell-based, CHO-hERG, FluxOR thallium flux, dofetilide IC70; AID 1511, 2009; activation (rescue from dofetilide block), less the hit threshold, % at 10 µM; actives 0.51% (n = 310,000); Voltage-gated inwardly rectifying potassium channel KCNH2 (Homo sapiens), Q12809; dofetilide IC70 present;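 active = activation above the mean of controls blocked by dofetilide plus 5 SD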;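 also: thallium influx through hERG after potassium depolarization seen as dye fluorescence rise; in these data hits start at about 4.7%; inactives centre near -7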
KCNK9 inh = KCNK9 potassium channel inhibitors, primary screen, HEK293 cells, thallium flux | Potassium channel subfamily K member 9 (Homo sapiens), Q9NPC2 | FluxOR thallium flux fluorescence; stronger effect = lower value | B-score at 10 µM | actives 1.2% (n = 310,000) | AID 488922, 2010;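 active = ratio B-score over 3 SD below the library mean, with starting fluorescence within 5 SD of its mean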;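 also: negative B-score means less thallium flux so channel inhibition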
RGS4 block = RGS4 inhibitors, primary screen, cell-based, HEK293 M3R inducible RGS4, calcium flux | Regulator of G-protein signaling 4 (Homo sapiens), P49798 | Fluo-4 calcium flux; stronger effect = higher value; triggered by carbachol at its EC20 | B-score at 10 µM | actives 0.45% (n = 310,000);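 active = B-score, a plate-corrected calcium signal, over three deviations above library mean, with baseline fluorescence within five deviations of library mean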;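 also: RGS4 expression induced by doxycycline in cells with stable M3 receptor; B-score is computed from the integrated fluorescence ratio over baseline after carbachol; higher B-score means a larger calcium signal and so more RGS4 inhibition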
RGS4 act = RGS4 potentiators or activators, primary screen, cell-based, HEK293 M3R inducible RGS4, calcium flux | carbachol calcium flux Fluo4; stronger effect = lower value | B-score at 10 µM | actives 0.92% (n = 310,000);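 active = B-score of the integrated calcium signal more than 4 SD below the library mean, with starting fluorescence not abnormally high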;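 also: negative B-score means reduced calcium response which marks RGS4 activation or potentiation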
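Material: Inducible-RGS4 HEK293 cells carrying M3 receptor; also added: carbachol at ECmax as muscarinic agonist stimulus; incubation: compound preincubation 20 min at room temperature before agonist; signal: Fluo4-AM (2 µM) calcium-flux fluorescence, kinetic read; measure: integrated calcium ratio converted to B score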
KCNQ1 pot = potentiators or activators of KCNQ1 channel, primary screen, cell-based, thallium flux, high-throughput; actives 0.35% (n = 310,000); B-score at 10 µM; Potassium voltage-gated channel subfamily KQT member 1 (Homo sapiens), P51787; AID 2648, 2010; CHO-K1 KCNQ1, thallium flux FluxOR fluorescence; stronger effect = higher value;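 active = fluorescence ratio B-score, a plate-corrected score, at least three library SD, with initial intensity B-score within 5 SD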
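Schedule – 37 °C overnight plating, 90-min dark dye load, 20-min compound pretreatment · System – stable KCNQ1 CHO-K1 line · Probe or stimulus – thallium- and potassium-containing depolarizing buffer · Measured by – kinetic FluxOR fluorescence, 10 s baseline plus 110 s post-stimulus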
ANO1 activ = TMEM16A chloride channel activators or potentiators, primary screen, cell-based, HTS; Anoctamin-1 (Mus musculus), Q8BHY3; HEK293 TMEM16A/YFP-H148Q/I152L, iodide quench fluorescence; stronger effect = lower value; B-score at 10 µM; actives 0.3% (n = 340,000);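 active = fluorescence-ratio B-score plate-corrected deviation score at least 3 library SD below zero, with starting fluorescence score within 5 deviations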;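 also: channel opened by trigger with iodide after compound preincubation; score built on the fluorescence ratio of max minus min over baseline; more negative score means more quench and so TMEM16A activation or potentiation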
HDAC3 inh = HDAC3 deacetylase inhibitors, primary screen, biochemical, fluorescence, cell-free homogeneous; Histone deacetylase 3 (Homo sapiens), O15379; recombinant HDAC3, fluorogenic peptide/trypsin coupled; actives 0.15% (n = 320,000); AID 2718, 2010; inhibition, % at 8.3 µM; in the data active = inhibition above about 26%, passing the limit was not always enough; inconclusive = no clear call, values can overlap the other calls
Starred values were filed as active, the others as inactive; i = inactive; ? = inconclusive; . = not tested or not shown.

SMILES	KCNK3 block	TMEM16A inh	SKKanGAS inh	KCNQ1 inh	hERG rescue	KCNK9 inh	RGS4 block	RGS4 act	KCNQ1 pot	ANO1 activ	HDAC3 inh
COc1cccc2c(N/N=C/c3ccccc3)cc(C)nc12	i	i	-1.3	i	-4.2	i	i	i	i	i	3.3
COc1ccc(-c2ccc(Nc3ccc(S(=O)(=O)N4CCCC4)cc3)nn2)cc1OC	i	i	7.3	i	-8.7	i	i	i	i	i	-5.8
CCc1ccc(NC(=O)CCS(=O)(=O)c2cccc3nsnc23)cc1	i	i	3.7	i	-14.2	i	i	i	i	i	-8.2
O=C(Cn1nc(Br)nc1Br)c1ccccc1	i	i	-0.8	i	-5.0	i	i	i	i	i	-6.4
CCOC(=O)C1CCCN(C(=O)c2cccc(S(=O)(=O)N(Cc3ccccc3)c3ccccc3OC)c2)C1 (stereo not given)	i	i	-11.5	i	-13.8	i	i	i	i	i	6.4
CN(CCc1ccccn1)C(=O)Nc1cccc(Cl)c1	i	i	2.7	i	-5.5	i	i	i	i	i	0.6
Cc1cc(C)cc(NC(=O)COC(=O)CCCNC(=O)c2ccc(Cl)cc2)c1	i	i	0.6	i	-3.0	i	i	i	i	i	5.3
CN1OC(COC(=O)c2ccccc2)CC1c1ccccc1 (stereo not given)	i	i	1.4	i	-2.7	i	i	i	i	i	-10.9
Cc1ccc(C2=NC3(CCCCC3)NC2=S)cc1	i	i	1.3	i	-1.0	i	i	i	i	i	4.9
O=C(CCc1ccccc1)NNC(=O)c1ccc(NC(=O)c2ccccc2)cc1	i	i	2.9	i	-4.8	i	i	i	i	i	-3.5
CCOC(=O)c1cc(C)sc1N1C(=O)C2C3C=CC(C3)C2C1=O (stereo not given)	i	i	-3.3	i	-14.8	i	i	i	i	i	-8.8
Cc1cccc(CN2C(=O)CCSc3ccc(Cl)cc32)c1	i	i	3.0	i	-10.2	i	i	i	i	i	2.3
COc1ccc(/C(O)=C/C(=O)C(=O)NNC(=O)C(O)(c2ccccc2)c2ccccc2)cc1	i	100*	0.9	i	-7.2	i	i	i	i	-10.1*	-2.7
Cc1cc(N2CCCCC2C)nc(-c2ccccc2O)n1 (stereo not given)	i	i	17.2	i	-15.5	i	i	i	i	i	-3.6
CCCNC(=O)C1(O)c2cc(Br)ccc2NC(=O)N1c1ccc(Cl)cc1 (stereo not given)	i	i	-3.3	i	-6.1	i	i	i	i	i	-3.6
CCCn1c(Nc2ccccc2)nc2ccccc21	i	i	-4.9	i	-1.8	i	i	i	i	.	1.9
Oc1ccc(CNCC2COc3ccccc3O2)cc1 (stereo not given)	i	i	-0.8	i	-5.6	i	i	i	i	i	0.4
COCCCNC(=O)CC(C)c1ccccc1 (stereo not given)	i	i	0.9	i	-3.3	i	i	i	i	i	1.9
CN1CCc2nc(SCC(=O)Nc3cccc(F)c3)c(C#N)c(-c3cccs3)c2C1	i	i	-2.7	i	-15.8	i	i	i	i	i	1.2
O=C(NCC(=O)N1CCCC(C(F)(F)F)C1)c1ccc2ccccc2c1 (stereo not given)	i	i	-0.4	i	-13.1	i	i	i	i	i	3.8
O=C1N=C(N2CCCC2)S/C1=C\c1cccc(Br)c1	i	i	1.3	i	-8.2	i	i	i	i	i	2.9
COc1ccc(NC(=O)C2CC(=O)N(CCc3ccc(Cl)cc3)C2)cc1 (stereo not given)	i	i	-7.7	i	-4.2	i	i	i	i	i	-0.3
CCN(c1cccc(C)c1)S(=O)(=O)c1csc(C(N)=O)c1	i	i	1.7	i	-6.7	i	i	i	i	i	7.5
O=C(Cc1ccccc1)NCCSC1CCCCC1	i	i	5.4	i	-9.0	i	i	i	i	i	2.0
CCCCCCSc1nnc(-c2cnn(-c3ccccc3)c2-n2cccc2)n1C	i	100*	7.9	i	-9.7	i	i	i	i	i	13.0
COc1ccccc1NS(=O)(=O)c1ccc(O)cc1	i	i	-0.7	i	-2.7	i	i	i	i	i	?
Cc1ccc(-c2nn3nnnc3c3ccccc23)cc1	i	i	-0.1	i	-3.7	i	i	i	i	i	0.2
CN(C)c1nc(OCCNC(=O)COc2ccc(Cl)cc2Cl)nc(N(C)C)n1	i	i	-10.7	i	-13.3	i	i	i	i	i	-1.5
O=C(Nc1ccc(Oc2cccnc2)cc1)c1ccccc1Cl	i	i	4.5	i	-8.1	i	i	i	i	i	6.4
CC(C)OP(=O)(OC(C)C)C(Nc1ccc(C(=O)O)cc1)c1ccccc1 (stereo not given)	i	i	-3.5	i	-11.7	i	i	i	i	i	-13.8
O=C(CC(=O)N/N=C\c1cccc(Cl)c1Cl)NCc1ccccc1	i	i	-3.9	i	-1.1	i	i	i	i	i	-0.1
CC(=O)NCCC(=O)Nc1nc2ccc(Oc3ccccc3)cc2s1	i	i	2.8	i	-6.4	i	i	i	i	i	0.9
CCCC(=O)N1CCN(c2ccc([N+](=O)[O-])c(NC(C)c3ccccc3)c2)CC1 (stereo not given)	i	i	8.3	i	-16.9	i	i	i	i	i	5.6
CC(=O)Nc1sc(C)c(C)c1C(=O)OCC(=O)N(CC(C)C)C1CCS(=O)(=O)C1 (stereo not given)	i	i	9.5	i	-4.0	i	i	i	i	i	.
CCOc1nc2cnccc2n(CC(=O)Nc2cccc(C)c2C)c1=O	i	i	-2.6	i	-4.9	i	i	i	i	i	6.3
COc1ccc(-c2ccc(=O)n(CC(=O)Nc3ccc4c(c3)OCCO4)n2)cc1	i	i	7.5	i	-14.3	i	i	i	i	i	-8.1
OC(COc1c(F)cc(Br)cc1F)CN1CCOCC1 (stereo not given)	i	i	4.9	i	-10.2	i	i	i	i	i	-2.0
COC(=O)c1cc(C(=O)Nc2cc(C)ccn2)cc([N+](=O)[O-])c1	i	i	-1.5	i	0.4	i	i	i	i	i	-3.8
CC(Sc1nnc(-c2cccnc2)n1C)C(=O)N1CCOCC1 (stereo not given)	i	i	-4.3	i	-13.4	i	i	i	i	i	-1.8
CC(=O)/C=C(\C)N=Nc1c(O)[nH]c2ccccc12	i	i	-6.8	i	-7.5	i	i	i	i	i	4.3
CC(C)(C)NC(=O)/C(=C/c1ccccc1F)NC(=O)c1ccc([N+](=O)[O-])cc1	i	i	0.8	i	-1.4	i	i	i	i	i	-0.3
COc1ccc(C(=O)NC(=S)NNC(=O)c2cnccn2)cc1	i	i	34.2	i	-4.9	i	i	i	i	i	-4.0
Cc1[nH][nH]c(=O)c1N=Nc1ccccc1Cl	i	i	-3.5	i	-3.4	i	i	i	i	i	3.3
CC(=O)c1ccc(OCC(C)C)c(CC(C(N)=O)C(N)=O)c1	i	i	-2.9	i	-1.5	i	i	i	i	i	3.9
COc1ccc(C(=O)Nc2cc(Cl)ccc2Cl)c(OC)n1	i	i	4.0	i	-4.1	i	i	i	i	i	-4.9
CC(=O)N1N=C(c2c(-c3ccccc3)c3cc(Br)ccc3[nH]c2=O)CC1c1ccco1 (stereo not given)	i	i	1.8	i	-5.8	i	7.49*	i	i	i	1.6
Cc1c(CNC(=O)c2c([N+](=O)[O-])cnn2C)cnn1C	i	i	5.6	i	-8.1	i	i	i	i	i	4.0
COc1ccc(CCNC(=O)Cc2ccc([N+](=O)[O-])cc2)cc1OC	i	i	2.6	i	-1.9	i	i	i	i	i	-2.8
CN1CC[n+]2cnc3ccccc3c21	i	i	-1.4	i	-18.8	i	i	i	i	i	-3.0
O=C1NCC(O)=C1C=NCCO	i	i	0.5	i	-3.3	i	i	i	i	i	-1.0
COC(=O)Cn1c(CN2CCOCC2)nc2c1c(=O)[nH]c(=O)n2C	i	i	-8.7	i	-1.5	i	i	i	i	i	-2.3
COc1ccc(S(=O)(=O)N2CCN(c3cc(-c4ccccc4)nc4ncnn34)CC2)cc1	i	i	8.4	i	-5.2	i	i	i	i	i	-0.7
Cc1sc(NC(=O)C2=COCCO2)nc1-c1ccc(Cl)cc1	i	i	4.7	i	-12.7	i	i	i	i	i	3.5
COc1cc(NC(=O)c2ccc(C(C)(C)C)cc2)c(OC)cc1NC(=O)CN1CCCCC1	i	i	5.7	i	-16.6	i	i	i	i	i	-4.3
CC1CCc2c(sc3nc(CSc4ncn[nH]4)[nH]c(=O)c23)C1 (stereo not given)	i	i	-5.4	i	-8.8	i	i	i	i	i	9.9
CCn1c(C)c(C)c2cc(C(=O)N3CCN(c4cccc(C)c4C)CC3)ccc21	i	i	42.8	10*	-5.5	i	i	i	i	i	16.0
COc1cc(CNc2ccc3[nH]c(=O)[nH]c3c2)cc(Br)c1OCc1ccccc1F	i	i	16.8	i	-2.8	i	i	i	i	i	-4.9
Cc1cc(C(=O)Nc2ccc([N+](=O)[O-])cn2)cs1	i	i	16.5	i	3.2	i	i	i	i	i	3.8
OC(CN1CCCCC1)Cn1c(C(F)(F)F)nc2ccccc21 (stereo not given)	i	i	-4.1	i	-1.9	i	i	i	i	i	3.0
O=C(NCCSCc1ccccc1)c1ccc(Cl)c(S(=O)(=O)N2CCOCC2)c1	i	i	-8.3	i	-10.4	i	i	i	i	i	5.4
NS(=O)(=O)c1ccc(N/N=C2/CCCCC2C2CCCCC2)c([N+](=O)[O-])c1 (stereo not given)	i	i	76.9*	i	-16.4	i	i	i	i	i	?
